# hcDAF12 agonist: activates DAF-12 receptor from parasite H. contortus; HEK293 hcDAF-12 lit1-tk-luc reporter, luminescence; 0% DMSO, 100% Δ7-dafachronic acid; activation, % at 6.8 µM; actives 1.4% (n = 370,000);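 active means activation above the mean of all tested compounds plus 3 SD, cut at about 5.5% in these data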;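 further: 100% = response to 3 µM Δ7-dafachronic acid high control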
# DAX1 inh-1: inhibitors of DAX1 repression of SF-1 activated StAR promoter. HEK293T StAR-luciferase reporter, SF-1/DAX-1 repression relief. inhibition, % at 6.8 µM. actives 1.1% (n = 370,000). AID 652010;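 active means inhibition above the mean over all tested compounds plus 3 SD, cut at about 3.6% in these data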;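 further: 0% = DAX-1 cells with DMSO and 100% = cells lacking DAX-1 with DMSO; higher inhibition means more luminescence from relief of DAX-1 repression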
# ssDAF12 agonist: activators of S. stercoralis DAF-12 nuclear receptor. HEK293 ssDAF-12/GRIP1 lit1-tk-luc reporter, luminescence; % of 3 µM dafachronic acid response. activation, % at 6.8 µM. actives 1% (n = 370,000). AID 652126;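 active means activation above the mean over all tested compounds plus 3 SD, cut at about 0.9% in these data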;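 further: 0% = DMSO-only wells and 100% = 3 µM delta7-dafachronic acid wells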
# NPR1 activator: GC-A (human) enzyme activation | P16066 | HEK293 GC-A cells, cGMP TR-FRET, EC30 ANP; 0% at EC30 ANP, 100% saturating ANP | activation, % at 10 µM | actives 0.14% (n = 370,000); in the data active means activation above about 40%
# ADAM10 inh: inhibitors of human ADAM10; O14672; AID 720582; inhibition, % at 7 µM; actives 0.62% (n = 370,000); recombinant ADAM10, EDANS/DABCYL FRET peptide cleavage, 3 h;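 active means inhibition above a per-campaign cutoff equal to the mean of compounds falling between control-based bounds plus 3 SD, cut at about 20% in these data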;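 further: 0% = DMSO wells while the 100% control is not disclosed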
# GC-B act: GC-B (human) receptor activation | P20594 | HEK293-GC-B cells, CNP EC30, cGMP TR-FRET; 0% at EC30 CNP, 100% saturating CNP | activation, % at 10 µM | actives 0.11% (n = 370,000) | AID 1920062;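 active means activation at 10 µM reaching about 35% in either raw or pattern-adjusted values, limit read from the data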
# hgDAF-12 ag: hgDAF-12 agonism, primary luciferase screen | HEK293 GAL4-hgDAF12 UAS-luciferase reporter, agonist luminescence; normalized to butyrate control | activation, % at 6.8 µM | actives 1.8% (n = 370,000);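 active means activation above a cutoff set at the mean of all screened compounds plus 3 SD, cut at about 10% in these data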;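 further: 0% = DMSO wells and 100% = sodium butyrate wells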
# SMARCA2 act: increases SMARCA2 function in MMTV reporter cells; MG213 cells, MMTV-luciferase reporter, dexamethasone, overnight; activation, % at 9.1 µM; actives 1% (n = 370,000); in the data active means activation above about 7.8%;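 further: 0% = vehicle wells and 100% = reference activator wells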
# HGIII-sPLA2 inh: Blocks human group III sPLA2 activity; actives 0.56% (n = 370,000); inhibition, % at 12.2 µM; AID 743126; QFRET BODIPY PC-A2 liposome hydrolysis, fluorescence; Q9NZ20;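 active means inhibition above mean plus 3 SD of compounds lying within the high and low control bounds, cut at about 19% in these data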;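 further: 0% = median of test compound wells and 100% = no enzyme DMSO wells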
# Target sequence (Q9NZ20 whole entry, looked up): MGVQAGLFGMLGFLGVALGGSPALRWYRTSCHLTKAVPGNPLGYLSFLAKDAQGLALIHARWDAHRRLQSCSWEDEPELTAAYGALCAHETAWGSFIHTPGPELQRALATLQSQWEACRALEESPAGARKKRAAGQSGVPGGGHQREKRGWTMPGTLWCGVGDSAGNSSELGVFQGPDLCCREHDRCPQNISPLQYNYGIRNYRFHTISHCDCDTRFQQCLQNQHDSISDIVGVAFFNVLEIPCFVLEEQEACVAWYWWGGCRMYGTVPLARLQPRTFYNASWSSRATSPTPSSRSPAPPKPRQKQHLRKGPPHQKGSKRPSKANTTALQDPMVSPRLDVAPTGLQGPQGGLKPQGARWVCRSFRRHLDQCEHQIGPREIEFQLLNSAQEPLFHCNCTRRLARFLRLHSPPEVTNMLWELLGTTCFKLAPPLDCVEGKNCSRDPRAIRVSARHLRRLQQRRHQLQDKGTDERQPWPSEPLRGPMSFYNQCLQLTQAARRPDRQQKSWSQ
# DAX1 inh-2: NR0B1 (DAX1) inhibition; P51843; actives 0.99% (n = 340,000); inhibition, % at 6.75 µM; AID 504766; HEK293 Gal4-DAX1 luciferase reporter, luminescence;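 active means inhibition above the mean over all tested compounds plus 3 SD, cut at about 4.2% in these data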;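 further: 0% = DAX1-transfected cells with DMSO and 100% = empty-vector control cells with DMSO; inhibition shows as a rise in luminescence from relieved DAX1 repression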
# Target sequence (P51843 207-470 limits assumed): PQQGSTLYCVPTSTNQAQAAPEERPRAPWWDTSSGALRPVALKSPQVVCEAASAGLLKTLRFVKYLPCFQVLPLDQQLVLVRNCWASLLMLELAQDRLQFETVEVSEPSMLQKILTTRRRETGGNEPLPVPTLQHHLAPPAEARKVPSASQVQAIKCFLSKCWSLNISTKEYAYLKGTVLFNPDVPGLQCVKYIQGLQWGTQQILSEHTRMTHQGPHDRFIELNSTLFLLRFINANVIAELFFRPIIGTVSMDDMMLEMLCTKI
# FXN GAA850 act: frataxin GAA850 promoter activation; HEK293 lucGAA850 FXN promoter luciferase reporter, 24 h; percent of 10 µM SAHA response; activation, % at 6 µM; actives 0.56% (n = 360,000);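 active means activation above the average of all compounds screened plus 3 SD, cutoff fixed separately per campaign, cut at about 7.5% in these data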;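 further: 0% = DMSO wells and 100% = 10 µM SAHA wells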
# Numbers without * were called inactive; / = no result given.
no.	structure	NPR1 activator	FXN GAA850 act	GC-B act	DAX1 inh-1	DAX1 inh-2	ADAM10 inh	hgDAF-12 ag	HGIII-sPLA2 inh	ssDAF12 agonist	SMARCA2 act	hcDAF12 agonist
1	CN1CCN(C(=O)CC23CC4CC(CC(C4)C2)C3)CC1	2	0.6	5	1.2	0.2	7	1.6	3	-0.8	-2	-2.2
2	COC(=O)c1cc(NC(=O)c2ccc([N+](=O)[O-])cc2)c(=O)oc1C	-5	1.6	-3	-0.5	-0.4	-7	4.8	2	-1.1	-2	0.0
3	CCOC(=O)c1[nH]c(C)c(C(=O)NC(C)CC)c1C (configuration not stated)	1	1.1	1	0.0	0.8	-1	-0.4	-7	-1.0	0	-0.7
4	CCCC[C@H]1C2CC(OC(=O)Nc3ccc(C#N)cc3)C(C2)[C@H]2CCCCN21 (some centres not stated)	2	/	1	-0.4	/	-13	3.5	3	0.0	-2	-1.4
5	COC(=O)[C@H](C)NC(=O)Nc1ccc(OC)cc1OC	0	-0.5	-3	0.0	-0.7	4	-1.0	5	-1.4	-1	-1.0
6	COc1ccc(C2CC(c3ccccc3)=NN2C(=O)COC(=O)c2ccc(Cl)nc2)cc1 (configuration not stated)	4	3.7	3	0.0	-0.9	8	1.5	-14	-1.3	-2	-2.0
7	CCC1(CC)NC(=O)NC1=O	5	-0.6	-1	1.2	-1.0	4	0.6	1	-1.3	-2	-1.5
8	CNC(=O)/C(C#N)=C/c1cn(CC(=O)NCc2ccco2)c2ccccc12	-11	0.2	-2	-1.2	-0.3	-7	-1.0	-2	-1.5	2	-1.2
9	CN(Cc1nc(Cc2cccc(F)c2)no1)CC1COCCO1 (configuration not stated)	0	-0.9	1	0.5	-0.9	-1	-0.6	3	-0.9	0	-1.4
10	Cc1cc2nc(C3CCCCC3)c(Cc3ccsc3)n2c(C)c1Br	-7	/	-4	-1.6	/	-7	1.6	9	-0.8	-2	1.3
11	Cn1c(C(=O)N2CCN(Cc3ccc4c(c3)OCO4)CC2)cc2c(=O)n(C)c3ccccc3c21	0	0.4	-1	0.9	0.1	-47	-2.2	17	0.1	1	-0.2
12	CC(NC(=O)NCCCn1ccnc1)(C(F)(F)F)C(F)(F)F	1	2.2	-4	-0.2	-0.4	-3	-0.9	-2	-0.7	-1	-0.8
13	CC(C)(C)n1nnnc1CN1CCN(C2CCCC2)CC1	3	2.2	1	-0.2	0.6	2	1.2	3	-1.4	2	0.0
14	Cc1ccc(C(=O)Nc2cc(=O)n(C)c(=O)n2C)cc1C	-1	-1.1	4	-1.2	-0.8	-4	-3.3	-1	-1.1	0	-0.7
15	Cc1ccccc1-c1cc2nc(Oc3ccc4c(c3)OCO4)n(C)c(=O)c2s1	0	0.9	-2	0.2	/	-5	0.4	2	-1.0	-3	-2.4
16	NC(=O)CN1C(=O)C(=O)N(Cc2cccc(C(F)(F)F)c2)C1=O	4	1.1	5	0.0	1.2	-8	-1.8	2	-1.5	-2	1.0
17	CCC(=O)n1nc(-c2ccco2)nc1SCc1ccccc1	-3	3.1	2	1.2	0.1	3	4.9	-1	-0.5	1	0.3
18	Cn1c(Cl)c(/C=N/OC(=O)C(C)(C)C)c2ccccc21	-4	1.9	-9	-0.7	1.0	5	-1.2	-2	-1.7	5	-1.6
19	O=C(c1cccs1)N1CCCC(N2CCN(c3ccc(F)cc3)CC2)C1 (configuration not stated)	3	-0.2	2	-0.6	0.2	4	1.8	1	-1.1	-1	-2.5
20	CCOc1ccc(NC(=O)Nc2nc3ccc(S(C)(=O)=O)cc3s2)cc1	1	-3.4	-5	-2.9	-0.4	-3	3.4	1	-0.9	-2	-2.0
21	O=C(NCc1ccccc1)c1ccc(NC(=O)C2CCCC2)cc1	-1	-1.1	2	-0.1	-0.9	-20	0.9	9	-1.3	-5	-2.7
22	CCc1ccccc1Nc1nc(N)nc(COC(=O)C2CCN(C(=O)c3ccc(F)cc3)CC2)n1	-2	0.6	0	-0.7	-0.2	-9	-0.5	4	-1.5	-1	-1.4
23	Cc1ccc(N2C(=O)N(CC(=O)N3CCCc4ccccc43)C(=O)C2C)cc1 (configuration not stated)	3	0.7	2	0.1	1.0	-4	0.6	2	-1.6	1	-1.4
24	O=C(N/N=C1\CCc2ccccc21)c1ccc(O)cc1	0	6.6	-3	2.2	1.8	-6	3.9	1	-0.5	1	4.6
25	O=C(Nc1ccnn1C1CCN(Cc2ccccc2F)CC1)C1CCCC1	-1	1.0	-10	1.1	-0.4	-3	0.4	3	-0.5	-2	-0.8
26	Nc1ccc(Cc2ccc([N+](=O)[O-])cc2)cc1	7	1.5	2	-1.0	5.2*	-1	0.4	12	-1.1	1	2.4
27	O=S(Cc1ccc(Cl)cc1)CC(O)(c1ccccc1)c1ccccc1 (configuration not stated)	-18	1.6	-22	-0.2	-0.2	15	-1.5	-2	-1.4	-2	0.4
28	CC(C)NC(=O)C1CCN(C2CCN(C(=O)C3=CCCC3)CC2)CC1	-1	-2.2	-10	0.2	1.0	-1	-0.3	0	-1.5	-2	-0.7
29	COC(=O)[C@@]12C[C@@H](CC(=O)NCc3cccs3)C(=O)N(Cc3cccc4ccccc34)C1=CCC(C)(C)C2	-3	/	1	1.8	/	11	-1.0	-17	-0.4	-5	0.9
30	COC(=O)Nc1sc2c(c1C(=O)NCc1ccco1)CCCC2	1	1.5	7	-0.9	0.0	-1	-1.8	-3	-1.2	2	-0.5

# Whole records, looked up by structure. Screens in order: NPR1 activator, FXN GAA850 act, GC-B act, DAX1 inh-1, DAX1 inh-2, ADAM10 inh, hgDAF-12 ag, HGIII-sPLA2 inh, ssDAF12 agonist, SMARCA2 act, hcDAF12 agonist
# Shown for O=C(NCc1ccccc1)c1ccc(NC(=O)C2CCCC2)cc1 = -1, -1.1, 2, -0.1, -0.9, -20, 0.9, 9, -1.3, -5, -2.7
# Shown for Cc1ccc(C(=O)Nc2cc(=O)n(C)c(=O)n2C)cc1C = -1, -1.1, 4, -1.2, -0.8, -4, -3.3, -1, -1.1, 0, -0.7

# Carrying on:
no.	structure	NPR1 activator	FXN GAA850 act	GC-B act	DAX1 inh-1	DAX1 inh-2	ADAM10 inh	hgDAF-12 ag	HGIII-sPLA2 inh	ssDAF12 agonist	SMARCA2 act	hcDAF12 agonist
31	Cc1ccc(S(=O)(=O)N(C)CC(=O)N2CCN(Cc3ccc4c(c3)OCO4)CC2)cc1	-1	-0.6	8	-0.4	-0.7	-1	-2.6	3	-2.0	-3	-3.1
32	CCCOc1cccc(C(=O)Nc2cccc3ncccc23)c1	2	0.9	2	-0.8	-1.0	1	0.0	-1	-0.9	2	-2.2
33	O=[N+]([O-])c1ccc(Cl)c(/C=N/NC(=S)Nc2ccccc2)c1	-5	1.7	-3	0.0	-1.1	3	0.5	-3	-0.9	3	5.1
34	Cn1c(=O)c(C(=O)NCCc2ccc(Cl)cc2)c(O)c2ccccc21	1	0.7	-4	-0.3	0.9	-1	1.7	-2	-1.1	-1	-0.7
35	O=C1CCC2c3[nH]c4ccccc4c3CCN12 (configuration not stated)	2	0.6	-7	-0.4	2.0	-17	0.0	-8	-0.4	-2	4.4
36	O=C(Nc1nnc(COc2ccc(Cl)cc2)s1)C1CCCO1 (configuration not stated)	11	0.4	5	0.6	-0.3	7	0.4	2	-0.6	3	-0.4
37	CC(=O)c1cn(-c2ccc(Cl)cc2)c(=O)[nH]c1=O	-3	-0.5	3	0.2	0.5	-1	-2.5	0	-1.1	-2	-1.8
38	COc1ccc(CN2CCC(C(=O)c3ccc(Cl)cc3)CC2)cc1	4	-1.2	1	-0.3	-1.6	-5	2.3	-3	-0.8	-1	-0.5

# Among those listed so far, these have a cyano group:
no.	structure	NPR1 activator	FXN GAA850 act	GC-B act	DAX1 inh-1	DAX1 inh-2	ADAM10 inh	hgDAF-12 ag	HGIII-sPLA2 inh	ssDAF12 agonist	SMARCA2 act	hcDAF12 agonist
4	CCCC[C@H]1C2CC(OC(=O)Nc3ccc(C#N)cc3)C(C2)[C@H]2CCCCN21 (some centres not stated)	2	/	1	-0.4	/	-13	3.5	3	0.0	-2	-1.4
8	CNC(=O)/C(C#N)=C/c1cn(CC(=O)NCc2ccco2)c2ccccc12	-11	0.2	-2	-1.2	-0.3	-7	-1.0	-2	-1.5	2	-1.2

# Of the compounds above, these contain a tert-butyl group:
no.	structure	NPR1 activator	FXN GAA850 act	GC-B act	DAX1 inh-1	DAX1 inh-2	ADAM10 inh	hgDAF-12 ag	HGIII-sPLA2 inh	ssDAF12 agonist	SMARCA2 act	hcDAF12 agonist
13	CC(C)(C)n1nnnc1CN1CCN(C2CCCC2)CC1	3	2.2	1	-0.2	0.6	2	1.2	3	-1.4	2	0.0
18	Cn1c(Cl)c(/C=N/OC(=O)C(C)(C)C)c2ccccc21	-4	1.9	-9	-0.7	1.0	5	-1.2	-2	-1.7	5	-1.6

# Compounds as they come (roughly 6.6% active in at least one column).
